# Source: PubChem
# GPR151 ag: activates the human receptor GPR151 | PathHunter beta-arrestin GPR151 cells, luminescence | 650,000 compounds, 1% hits | Q8TDV0 | activation, % at 11.2 µM; in the data active = activation above about 4.9%;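 also: 0% = median of compound wells and 100% = cells with positive control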
# Target sequence (Q8TDV0 whole entry, looked up): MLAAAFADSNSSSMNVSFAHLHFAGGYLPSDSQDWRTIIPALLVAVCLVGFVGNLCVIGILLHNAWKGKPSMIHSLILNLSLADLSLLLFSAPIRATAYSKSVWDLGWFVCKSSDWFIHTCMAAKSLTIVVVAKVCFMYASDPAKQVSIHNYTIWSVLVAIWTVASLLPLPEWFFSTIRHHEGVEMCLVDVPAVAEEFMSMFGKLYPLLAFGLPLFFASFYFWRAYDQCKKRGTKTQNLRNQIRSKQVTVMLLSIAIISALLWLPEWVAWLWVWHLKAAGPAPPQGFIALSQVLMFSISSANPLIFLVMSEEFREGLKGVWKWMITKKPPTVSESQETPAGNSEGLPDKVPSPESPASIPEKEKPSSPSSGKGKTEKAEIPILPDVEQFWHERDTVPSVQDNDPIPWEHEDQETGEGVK
# FBW7 act: human FBW7 E3 ligase activation, primary screen. AlphaScreen FBW7–phospho-cyclin E peptide binding, activator screen. Q969H0. normalized activity (activation), % at 26.1 µM. 650,000 compounds, 0.13% hits. AID 1259310; in the data active = normalized activity above about 1.9%;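 also: purified mutant Fbw7 with reduced substrate affinity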
# Target sequence (Q969H0 whole entry, looked up): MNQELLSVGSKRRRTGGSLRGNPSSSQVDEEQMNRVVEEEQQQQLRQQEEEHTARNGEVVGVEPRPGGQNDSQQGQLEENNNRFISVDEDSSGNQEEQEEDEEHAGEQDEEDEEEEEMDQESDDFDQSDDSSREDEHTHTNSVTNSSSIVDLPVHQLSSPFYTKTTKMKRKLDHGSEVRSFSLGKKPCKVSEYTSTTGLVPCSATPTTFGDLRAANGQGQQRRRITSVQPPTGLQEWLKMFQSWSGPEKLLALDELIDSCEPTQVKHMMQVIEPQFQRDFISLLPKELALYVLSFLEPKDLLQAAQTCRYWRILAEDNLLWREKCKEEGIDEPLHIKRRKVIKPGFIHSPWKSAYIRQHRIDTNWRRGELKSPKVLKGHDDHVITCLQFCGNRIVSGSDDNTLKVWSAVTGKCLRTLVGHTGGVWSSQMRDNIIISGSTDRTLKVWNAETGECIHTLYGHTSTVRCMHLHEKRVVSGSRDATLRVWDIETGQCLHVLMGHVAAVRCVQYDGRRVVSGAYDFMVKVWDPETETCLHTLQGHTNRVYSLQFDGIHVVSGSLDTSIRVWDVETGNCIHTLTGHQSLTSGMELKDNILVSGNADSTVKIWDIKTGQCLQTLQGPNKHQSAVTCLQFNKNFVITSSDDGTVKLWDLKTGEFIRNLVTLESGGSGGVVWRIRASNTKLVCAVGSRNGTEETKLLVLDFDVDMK
# MITF primary: human MITF inhibition, primary screen; O75030; AlphaScreen MITF homodimerization, bead proximity signal; inhibition, % at 2.6 µM; 650,000 compounds, 0.91% hits; AID 1259374; in the data active = inhibition above about 50%;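 also: 0% = vehicle wells with protein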
# TEAD-YAP inh: TEAD-YAP interaction inhibition; HEK-TIYL cells, TEAD-Gal4/YAP UAS-luciferase luminescence; AID 1259422; inhibition, % at 9.12 µM; 640,000 compounds, 1.4% hits; in the data active = inhibition above about 32%;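 also: 0% = median of test compound wells and 100% = reference inhibitor wells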
# Active calls of the source: *.
Molecule | GPR151 ag | FBW7 act | MITF primary | TEAD-YAP inh
COc1cc(CNC(C)(C)C)ccc1OCCO | 1.0 | 0.1 | -1.3 | -0.6
CCOc1ccc(C(=O)Nc2cc(-c3nc4ccc(C)cc4o3)ccc2C)cc1 | 0.3 | -0.1 | 2.0 | 10.4
COc1cccc(-c2nc3ccccc3c(=O)n2NC(=O)CN2C(=O)c3ccccc3C2=O)c1 | 0.1 | 0.3 | 3.4 | -2.5
COCCCNCCCCOc1ccc(C)cc1[N+](=O)[O-] | 0.5 | -0.1 | 5.8 | -7.1
COc1ccc(S(=O)(=O)N2CCN=C2SC(C)c2ccccc2)cc1 (configuration not stated) | -1.9 | 0.1 | 1.3 | -3.4
CCOC(=O)Nc1nc(CC(=O)N2CCc3ccccc32)cs1 | 1.2 | -0.2 | -7.1 | -4.0
COc1ccc(CNC(=O)CCCCCn2c(SCc3cc(=O)n4cc(Cl)ccc4n3)nc3cc4c(cc3c2=O)OCO4)cc1 | -0.1 | -0.2 | 3.7 | 6.9
C=CCn1c(-c2ccc(OC)c(OC)c2)cs/c1=N\c1ccccn1 | -1.2 | 0.0 | 5.5 | 10.6
COc1cccc(CN2CCNC(=O)C2CC(=O)N(C)C2CCCCC2)c1 (configuration not stated) | 0.6 | -0.1 | 5.2 | 10.0
COc1ccc(S(=O)(=O)N2CCCCCC2)cc1NS(=O)(=O)c1ccccc1 | -0.2 | -0.1 | 8.0 | 3.7
Cc1ccccc1C(=O)Nc1cccc(N(C)C)c1 | -0.3 | -0.1 | 0.1 | -6.5
COc1ccc(N2C(=O)CC(NC34CC5CC(CC(C5)C3)C4)C2=O)c(OC)c1 (configuration not stated) | 2.4 | 0.1 | -0.5 | 7.9
Fc1ccccc1-c1nnn(Cc2ccccc2Cl)n1 | 0.6 | 0.0 | -18.5 | -55.3
C/C=C(\C)CN1CCOc2ccc(CN3C[C@@H](C)O[C@@H](C)C3)cc2C1 | 1.5 | -0.1 | 5.7 | 7.5
CCOC(=O)c1c(-c2ccccc2)oc2c1cc(OC(=O)c1ccc(OCC)cc1)c1ccccc12 | 0.7 | 0.0 | -13.1 | -3.8
COc1ccc(OC)c(C(=O)c2ccc(C(=O)Nc3ccccc3OC)cc2)c1 | 2.2 | 0.1 | 13.7 | 1.7
CCCNc1ccnc(Nc2cccc(N(C)C)c2)n1 | -1.0 | -0.3 | 15.3 | -7.3
CCCCOC(=O)C1=C(C)N(C)C(=O)NC1c1cc(Cl)c(O)c(OC)c1 (configuration not stated) | -0.5 | -0.1 | -1.1 | -6.5
O=C(NC(=S)Nc1ccc(I)cn1)c1cc2ccccc2o1 | 0.2 | -0.3 | -0.3 | -7.8
OCCOCCn1c(-c2ccccc2)nc(=S)c2c1CCCC2 | -0.2 | 0.4 | 21.8 | -18.1
CCC(C)C(NC(=O)OC(C)(C)C)C(=O)NC(C(=O)NC(C)C(N)=O)C(C)C (configuration not stated) | -0.2 | 0.2 | -6.5 | -3.1
O=C(NCc1ccccc1Cl)c1cccc(N2CCCC2=O)c1 | 0.9 | -0.2 | 3.4 | -3.5
CCOC(=O)c1c(N)sc(C)c1C | 0.9 | -0.1 | -0.6 | -1.9
O=C(NCC(O)c1ccccc1)c1c(Cl)cccc1Cl (configuration not stated) | 3.6 | 0.1 | 3.8 | -23.2
N#Cc1ccccc1OCC(=O)Nc1c(C(=O)C2CC2)oc2ccccc12 | -0.1 | 0.0 | 2.7 | -0.7
Clc1cccc(OCCN2CCNCC2)c1 | -1.9 | 1.0 | 49.0 | 2.9
Cc1ccccc1Cc1c(C)nc2nc(SCc3c(F)cccc3Cl)nn2c1C | 0.3 | 0.3 | 10.9 | -13.0
Cc1ccc2nc(-c3ccc(O)cc3)sc2c1 | -7.3 | 0.1 | 9.0 | 98.0*
O=C1CCN(S(=O)(=O)c2ccc(Br)cc2)CCN1 | 0.5 | -0.2 | -9.6 | 0.6
CCOc1ccc(S(=O)(=O)NCc2cccs2)c2ccccc12 | -0.8 | 0.6 | 11.6 | -22.3

# A draw from above in order of length of the SMILES, largest number first.
Molecule | GPR151 ag | FBW7 act | MITF primary | TEAD-YAP inh
CCCCOC(=O)C1=C(C)N(C)C(=O)NC1c1cc(Cl)c(O)c(OC)c1 (configuration not stated) | -0.5 | -0.1 | -1.1 | -6.5
CCOc1ccc(S(=O)(=O)NCc2cccs2)c2ccccc12 | -0.8 | 0.6 | 11.6 | -22.3
O=C(NCc1ccccc1Cl)c1cccc(N2CCCC2=O)c1 | 0.9 | -0.2 | 3.4 | -3.5
Cc1ccc2nc(-c3ccc(O)cc3)sc2c1 | -7.3 | 0.1 | 9.0 | 98.0*
CCOC(=O)c1c(N)sc(C)c1C | 0.9 | -0.1 | -0.6 | -1.9

# (next part)
Molecule | GPR151 ag | FBW7 act | MITF primary | TEAD-YAP inh
Cc1cc(C)n(CC(O)COCc2ccco2)n1 (configuration not stated) | 1.1 | -0.1 | 1.8 | 6.6
C/C(N)=C(/C#N)C(=O)CSc1nc2ccccc2o1 | 0.0 | 0.2 | 5.0 | -45.2
Cc1ccc(NC(=O)c2ccc([N+](=O)[O-])o2)nc1 | -1.6 | -0.3 | -5.0 | -29.7
C/C(=N\Nc1ncnc2sc(C)c(C)c12)c1ccccn1 | -1.5 | -0.2 | 3.8 | 12.9
O=[N+]([O-])c1ccccc1OCCOc1cccc2cccnc12 | -0.3 | 0.1 | 0.5 | -33.7
COC(=O)C1=C(C)Nc2[nH]c(=S)[nH]c(=O)c2C1c1ccc2c(c1)OCO2 (configuration not stated) | 0.0 | 0.0 | 7.3 | 2.5
COc1cc(Cl)c(C)cc1N1C(=O)CC(Nc2ccc(C(=O)O)cc2)C1=O (configuration not stated) | 0.1 | -0.1 | -4.5 | 0.5
C/C(Cn1nnc([N+](=O)[O-])n1)=N/NC(=O)Cc1c[nH]c2ccccc12 | -1.1 | -0.1 | -4.8 | 7.8
O=C(O)c1cccnc1Nc1ccccc1[N+](=O)[O-] | -0.1 | 0.0 | 6.4 | -6.0
COc1cc(C(=S)N2CCOCC2)ccc1OC(=O)c1cccc2ccccc12 | -0.1 | -0.2 | 15.0 | -5.2
COCCCN1C(=O)CC(CC(=O)NCC(C)C)(c2ccccc2)C1=O (configuration not stated) | 2.1 | 0.2 | 6.9 | -49.8
CCOc1cc(C2C(C(=O)OC)=CNC=C2C(=O)OC)cc(Br)c1O | -0.1 | -0.1 | 4.8 | -14.6
CCOC(=O)C1CCN(C(c2ccco2)c2sc3nc(C)nn3c2O)CC1 (configuration not stated) | 1.5 | 0.1 | -6.0 | 6.7
O=C(c1ccc(-c2ccccc2)cc1)N1CCN(c2ccc([N+](=O)[O-])cc2)CC1 | -0.1 | -0.1 | 4.7 | -5.6
O=C(/C=C/c1ccco1)NCc1nc(-c2ccccc2)no1 | -1.2 | -0.1 | 0.0 | -1.9
CCNc1nc(NCC)n2c(SCC(=O)c3ccc(OC)cc3)nnc2n1 | 1.4 | 0.0 | -6.4 | -1.5
CCc1ccccc1-n1c(SCC(=O)Nc2ccc(C)c(Cl)c2)nc2[nH]ncc2c1=O | -0.4 | 0.1 | -10.9 | 15.8
COc1ccc(C(=O)N2CCc3ccccc3C2)cc1[N+](=O)[O-] | 0.7 | -0.1 | -1.0 | 1.4
S=C(Nc1ccccc1)NC1CCCCC1 | -1.0 | 0.6 | 17.2 | 3.9
CCCCCOC(=O)NCC(O)c1ccccc1 (configuration not stated) | -0.8 | 0.0 | -3.2 | -59.9
COc1ccc(C(C)=O)cc1COC(=O)c1ccc(OCc2c(C)noc2C)cc1 | 1.2 | -0.1 | -2.3 | -5.0
Cc1cnc(CN2CCOc3ccc(C4=CCCCC4)cc3C2)[nH]1 | -0.7 | 0.0 | 5.8 | 9.1
O=C(c1cc2c(Cl)nc3ccccc3c2s1)N1CCN(c2ncccn2)CC1 | -1.0 | 0.6 | 9.2 | -6.2
COc1cc(C2=N/C(=C\c3ccccc3C(F)(F)F)C(=O)O2)cc(OC)c1OC | 0.0 | -0.1 | -7.1 | -5.3
Cc1cc(S(=O)(=O)NC2CCCCC2)ccc1OCC(N)=O | -0.3 | 0.8 | 7.9 | 5.3
O=C(O)CC/C(=N\NC(=O)c1cccc([N+](=O)[O-])c1)c1cccs1 | -0.3 | 0.0 | 2.8 | 0.7
COc1ccccc1OCCCCCCn1ccnc1 | 3.0 | 0.1 | 4.5 | -1.2
CCOC(=O)c1ccc(NC2c3ccccc3C(=O)N2c2ccccn2)cc1 (configuration not stated) | 0.0 | -0.1 | 0.6 | 20.0
C=CCc1cccc(C)c1OCCCN1CCCC1 | -0.2 | 0.7 | 56.7* | 7.6
CCOC(=O)C(=Cc1cn(C)c2ccc(S(=O)(=O)N(C)C)cc12)C(=O)OCC | -1.0 | -0.1 | 0.5 | 8.7

# Following part.
# Value order – GPR151 ag	FBW7 act	MITF primary	TEAD-YAP inh
COC(=O)Nc1sc(C)nc1-c1ccccc1
 : 0.0	0.8	10.0	5.8
Cc1cccc(/C=N/NC(=O)C(O)(c2ccccc2)c2ccccc2)c1O
 : 3.0	-0.1	-1.4	-1.9
COc1ccc(CC(=O)Nc2nc3ccccc3[nH]2)cc1OC
 : -0.7	0.0	2.5	2.2
C=CCNS(=O)(=O)c1cc(C(=O)Nc2ccc(OCC)cc2)ccc1F
 : 5.7*	0.0	6.6	26.4
Cc1ccccc1CC1(CO)CCCN(C(=O)c2ccccc2N(C)C)C1 (configuration not stated)
 : 2.8	0.0	5.9	-7.7
Cn1c(=O)c2c(nc(Sc3nc4ncc(Br)cc4[nH]3)n2C)n(C)c1=O
 : -1.6	-0.1	5.2	-5.7
O=C(Nc1ccc2oc(-c3cc(Br)ccc3Cl)nc2c1)c1ccc(Cl)c(Cl)c1
 : 0.0	-0.3	-3.9	-9.8
Nc1ncc(-c2cnccn2)c(-c2ccc(C(F)(F)F)cc2)n1
 : 0.3	-0.1	14.0	2.1
COc1ccc(OC)c(NC(=O)CSc2ncccc2-c2nc3ccccc3[nH]2)c1
 : 2.4	0.1	9.4	13.4
O=C(CCn1cnc2ccccc21)N/N=C\c1ccncc1
 : 1.2	0.0	5.1	6.3
CN1CCN(c2ccc(-c3cccc(C(=O)NCCc4ccc(O)cc4)c3)cc2)CC1
 : 0.6	0.0	14.9	-8.5
Cc1ccc(NC(=O)c2ccc(S(=O)(=O)NCc3cccnc3)cc2)cc1
 : -0.2	-0.2	-6.2	2.8
CC(C)C[C@@H]1NC(=O)[C@@H]2C[C@H](NC(=O)Oc3ccccc3)CN2C1=O
 : -0.4	0.0	4.3	-0.8
O=C1N=C(N2CCOCC2)S/C1=C\c1cccs1
 : 0.2	-0.2	-2.7	-20.4
O=c1[nH]c(O)c(C2=c3cc(Br)ccc3=NC2=S)s1
 : 0.5	0.1	10.1	9.9
COc1ccccc1N1CCN(C(=O)c2cc(OC)c(OC)c(OC)c2)CC1
 : 0.7	-0.3	-7.9	64.3*
O=C(NN(c1ccccc1)c1ccccc1)c1ccccc1[N+](=O)[O-]
 : -0.9	0.5	-4.6	-11.9
Cc1ccc(-c2cn3cccnc3n2)cc1NC(=O)C1CCCCC1
 : -1.2	-0.1	-7.8	0.4
O=C(Nc1nc(-c2cc3ccccc3oc2=O)cs1)c1cc(Cl)ccc1Cl
 : 2.1	0.0	-8.2	-11.5
O=[N+]([O-])c1ccccc1S(=O)(=O)NC1CCS(=O)(=O)C1 (configuration not stated)
 : -0.3	-0.1	-1.1	6.4
COc1ccc2c(c1)C(C)=CC(C)(C)N2C(=O)Nc1ccc(C)cc1
 : 3.4	-0.4	20.4	-35.7
COc1ccc(NC(=O)CN(c2ccc3c(c2)OCO3)S(C)(=O)=O)cc1OC
 : 0.7	-0.1	-0.2	-1.1
O=C(CNC1CCCCCC1)c1cccs1
 : -0.4	-0.1	16.2	8.8
COc1cc(CO)ccc1OCc1ccccc1C#N
 : 4.2	-0.1	8.2	-4.7
Cc1nn(CC(=O)OCCCC(=O)c2ccccc2)c(C)c1[N+](=O)[O-]
 : 0.4	-0.1	-10.5	0.6
COc1ccc(/C=C2/SC(=S)N(CCCCCC(N)=O)C2=O)cc1
 : -0.5	0.0	2.4	27.3
CC(C)(C)C(=O)NCCNc1ccc(Cl)cc1[N+](=O)[O-]
 : 3.5	0.0	86.9*	-1.3
CN1CCN(c2ccc(-c3cncc(C(=O)NCc4cccnc4)c3)cc2)CC1
 : 0.4	0.0	3.2	1.4
COc1cc(C(=O)Nc2sc3c(c2C(N)=O)CCC(C(C)(C)C)C3)cc(OC)c1OC (configuration not stated)
 : -0.6	0.1	-6.5	9.8
Cc1cc(NC(=O)c2ccco2)n(-c2nc3ccccc3s2)n1
 : -0.8	0.5	6.0	4.2
Cn1c(C(=O)O)c(CC(=O)NCc2cccnc2)c2ccccc21
 : 1.2	0.0	15.7	6.2
CCOc1ccc(S(=O)(=O)NC2CC2)cc1
 : 2.9	0.2	7.3	4.9
O=C(NNC(=O)c1cccs1)c1ccccn1
 : -0.4	-0.2	19.4	-16.1
COCCNC(=O)C1CCN(S(=O)(=O)N2CCCC2)CC1
 : 0.4	0.0	-0.6	-9.6
O=C(CN1C(=O)[C@H]2CCCN2C(=O)c2ccccc21)NCc1ccccc1
 : 0.3	-0.1	-2.6	6.0
Cc1ccc(-c2nc(C=Nc3ccc(Br)cc3Br)c(O)o2)cc1
 : 1.1	0.0	0.4	-4.4
Cc1cc(N/N=C/c2ccccc2O)c2ccccc2n1
 : 0.8	0.0	-10.2	22.5
CC(C)c1ccc2nc3sc(C(=O)Nc4c[nH]c(=O)[nH]c4=O)c(N)c3cc2c1
 : -0.3	-0.3	-12.9	20.2
N#Cc1cc([N+](=O)[O-])ccc1NCCCSc1ccccc1
 : 0.5	-0.2	-4.3	-13.7
O=C(Cc1ccccc1)Nc1c[nH]c(=O)[nH]c1=O
 : -0.5	0.0	-10.5	9.0
